HT1080-NT tox: qHTS for induction of synthetic lethality in tumor cells producing 2HG: qHTS for the HT-1080-NT fibrosarcoma cell line | HT-1080-NT fibrosarcoma viability, CellTiter-Glo ATP luminescence, 48 h | Potency, µM (top dose mostly 46.1 µM), without a hit: top-dose activity, negative = less viability, usual class: cytotoxic | hit rate 1.6% among 360,000 | AID 686970, 2013;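 further: NT is the 2HG producing partner of a matched IDH1 knockdown line; potency means the concentration at half of the fitted maximal effect; 0% = DMSO-treated cells and -100% = media-only wells without cells; nearly all actives have a fitted effect of over 55% in size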
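Fibrosarcoma NT cells, 750 per well in 5% FBS RPMI, were exposed to compound for 48 hours. Viability: CellTiter-Glo luminescence.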
KB-3-1 cytotox: qHTS assay for MDR1-selective chemotherapeutics: Primary screen using the parental adenocarcinoma cell KB-3-1 | KB-3-1 viability, CellTiter-Glo ATP luminescence, 72 h | Potency, µM (titrated, usually from 46.1 µM), without a hit: at the highest dose activity change, negative = cytotoxic, most hits filed as cytotoxic | hit rate 1.4% among 400,000 | AID 1347075, 2019; further: potency means the concentration at half of the fitted maximal effect; on the % scale 0 is the no-effect control and ±100 the full control effect; nearly all actives have a fitted effect of over 60% in size
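Luminescent ATP read-out (CellTiter-Glo) measures survival of drug-naive KB-3-1 cells after 72 h compound exposure at 37 °C. Titration series was screened from lowest to highest concentration, with DMSO vehicle plates as background controls.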
SW480 rereplic: A quantitative high throughput screen for small molecules that induce DNA re-replication in SW480 colon adenocarcinoma cells; SW480 DNA re-replication, Hoechst DNA content imaging, 48 h; Potency, µM (top dose mostly 46.1 µM), for inactives: at the top dose re-replication activation, hits mostly activators; hit rate 1.8% among 340,000; AID 624297, 2012; further: potency means the concentration at half of the fitted maximal effect; % of control where 0% means no effect; nearly all actives have a fitted effect of over 55% in size
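Cells (250 per well) received 23 nL compound or DMSO by pin tool and were kept 48 hr at 37 C, 5% CO2. Nuclei were then stained with Hoechst for 40 min and scanned for DNA content.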
ATXN2 expr inh: Primary qHTS for Inhibitors of ATXN expression | AID 1745845, 2022 | Potency, µM (doses to about 57 µM), for the others: top-dose activity change, negative = inhibition, most hits filed as inhibitors | hit rate 0.72% among 360,000 | HEK-293 ATXN2-luciferase reporter, luminescence, 24 h; further: potency means the concentration at half of the fitted maximal effect; on the % scale 0 is the no-effect control and ±100 the full control effect; nearly all actives have a fitted effect of over 55% in size
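qHTS (up to 57 uM final) was run with 24 h compound exposure of reporter cells at 37 °C. Each well was multiplexed: SteadyGlo luminescence measured ATXN2-luciferase expression after a fluorogenic Gly-Phe-AFC viability readout (25 uM final).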
KB-V1 MDR tox: qHTS assay for MDR1-selective chemotherapeutics: Primary screen using the drug-selected MDR subline cells KB-V1; hit rate 3.4% among 400,000; AID 1347076, 2019; Potency, µM (doses to about 46.1 µM), without a hit: at the highest dose activity change, negative = cytotoxicity, actives largely listed as cytotoxic; KB-V1 MDR cells viability, CellTiter-Glo, 72 h; further: potency means the concentration at half of the fitted maximal effect; on the % scale 0 is the no-effect control and ±100 the full control effect; nearly all actives have a fitted effect of over 60% in size
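Luminescent ATP read-out (CellTiter-Glo, 10 min) measures survival of drug-selected KB-V1 MDR cells after 72 h, 37 degrees C compound exposure. Medium: phenol-red-free DMEM, 10% FBS. Values from fitted concentration-response curves.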
WRN inhibitor: qHTS for Inhibitors of WRN Helicase; AID 651768, 2012; Bifunctional 3'-5' exonuclease/ATP-dependent helicase WRN (Homo sapiens), Q14191; WRN helicase unwinding, fluorescent forked duplex, kinetic; Potency, µM (doses to about 114 µM), for the others: at the top dose activity change, negative = inhibition, usual class: inhibitors; hit rate 0.46% among 360,000; further: potency means the concentration at half of the fitted maximal effect; on the % scale 0 is the no-effect control and ±100 the full control effect; nearly all actives have a fitted effect of over 55% in size
Target sequence (Q14191 whole entry, looked up): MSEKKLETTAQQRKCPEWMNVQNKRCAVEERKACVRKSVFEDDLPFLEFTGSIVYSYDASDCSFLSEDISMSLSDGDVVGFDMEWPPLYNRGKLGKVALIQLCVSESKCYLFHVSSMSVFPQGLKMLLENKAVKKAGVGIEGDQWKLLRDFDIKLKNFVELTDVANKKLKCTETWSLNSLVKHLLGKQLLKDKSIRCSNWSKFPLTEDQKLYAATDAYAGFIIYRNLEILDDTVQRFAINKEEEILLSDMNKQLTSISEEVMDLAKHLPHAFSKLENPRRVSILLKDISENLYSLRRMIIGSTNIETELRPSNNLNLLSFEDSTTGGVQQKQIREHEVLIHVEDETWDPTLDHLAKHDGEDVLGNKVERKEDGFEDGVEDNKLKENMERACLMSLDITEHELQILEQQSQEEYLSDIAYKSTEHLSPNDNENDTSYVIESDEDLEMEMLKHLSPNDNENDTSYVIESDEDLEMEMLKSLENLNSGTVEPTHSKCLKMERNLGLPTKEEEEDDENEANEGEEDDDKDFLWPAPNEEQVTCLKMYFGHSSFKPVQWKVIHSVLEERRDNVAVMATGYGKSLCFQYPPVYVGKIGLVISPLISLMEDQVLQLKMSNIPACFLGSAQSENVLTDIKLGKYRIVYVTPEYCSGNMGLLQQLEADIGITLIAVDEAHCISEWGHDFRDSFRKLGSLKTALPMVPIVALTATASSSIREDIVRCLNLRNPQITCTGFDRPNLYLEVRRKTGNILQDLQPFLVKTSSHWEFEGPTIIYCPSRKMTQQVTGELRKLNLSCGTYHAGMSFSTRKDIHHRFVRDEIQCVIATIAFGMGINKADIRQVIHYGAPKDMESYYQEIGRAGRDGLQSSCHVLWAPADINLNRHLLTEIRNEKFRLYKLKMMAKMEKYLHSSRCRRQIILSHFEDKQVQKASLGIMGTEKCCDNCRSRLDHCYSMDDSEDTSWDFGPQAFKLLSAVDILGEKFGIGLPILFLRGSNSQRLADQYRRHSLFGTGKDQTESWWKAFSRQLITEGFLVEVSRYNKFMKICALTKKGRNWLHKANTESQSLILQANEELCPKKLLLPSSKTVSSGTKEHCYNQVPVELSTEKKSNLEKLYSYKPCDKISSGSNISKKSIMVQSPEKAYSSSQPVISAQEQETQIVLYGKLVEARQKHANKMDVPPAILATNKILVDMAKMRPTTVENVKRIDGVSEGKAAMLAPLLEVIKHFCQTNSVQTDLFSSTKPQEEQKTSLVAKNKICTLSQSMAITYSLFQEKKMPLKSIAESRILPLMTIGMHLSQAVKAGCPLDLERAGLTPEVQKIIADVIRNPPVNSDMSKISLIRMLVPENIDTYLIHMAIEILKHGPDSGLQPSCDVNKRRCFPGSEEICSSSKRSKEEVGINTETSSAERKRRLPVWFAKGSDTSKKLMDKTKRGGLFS
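Fluorescence dequenching readout, ex 525 nm/em 598 nm, kinetic mode: forked duplex DNA (100 nM final) with adjacent fluorophore and quencher unwound by WRN (20 nM final) with 2 mM ATP. Compound preincubation 15 min, room temperature.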
MCF10A rerep: A quantitative high throughput screen for small molecules that induce DNA re-replication in MCF 10a normal breast cells; MCF 10A DNA re-replication, Hoechst nuclear intensity, 48 h; Potency, µM (highest dose often 46.1 µM), for the others: at the top dose activity, positive = re-replication, usual class: activators; hit rate 2.9% among 350,000; further: potency means the concentration at half of the fitted maximal effect; % of control where 0% means no effect; nearly all actives have a fitted effect of over 50% in size
HT1080 IDH1KD tx: qHTS for induction of synthetic lethality in tumor cells producing 2HG: qHTS for the HT-1080-IDH1KD cell line; AID 686971, 2013; Potency, µM (titrated, usually from 46.1 µM), for inactives: top-dose activity, negative = toxicity, hits mostly cytotoxic; hit rate 2% among 360,000; HT-1080 IDH1 knockdown viability, ATP luminescence, 48 h;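 further: potency means the concentration at half of the fitted maximal effect; 0% = DMSO wells and -100% = cell-free medium wells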
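IDH1KD HT-1080 cells, 750/well, RPMI + 5% FBS; compound pinned after 2 h settling; 48 h, 37 °C; CellTiter-Glo luminescence; % activity normalised to DMSO and no-cell wells; curves fitted, classed by r2 and efficacy.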
IL1B secr inh: qHTS for Inhibitors of Inflammasome Signaling: IL-1-beta AlphaLISA Primary Screen | activity change, % at 57.5 µM | hit rate 4.7% among 360,000 | THP-1 LPS/ATP IL-1B secretion, AlphaLISA, 16 h; stronger effect = lower value; in the data active means activity change below about -50%; inconclusive means mostly about -30% to -49%; further: on the % scale 0 is the no-effect control and ±100 the full control effect
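THP-1 cells pretreated 1 hr with compounds (up to 57.5 uM final), then stimulated with LPS (250 ng/mL final) plus ATP (1.25 mM final); secreted IL-1B measured by AlphaLISA after 16 hr, decreased signal indicating inhibition.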
The depositor's hits bear a star; ? = inconclusive; nt = no result given; [ ] = another dose, or the depositor's remark. Unless noted, the call rests on the fitted dose curve; in most records, active means well fitted curve in the direction sought with a large enough effect; inconclusive means small, poorly fitted or top-dose-only effect, or another doubt; inactive means no such curve, though single readings can be large; an effect the other way counts as inactive or inconclusive.

SMILES	HT1080-NT tox	KB-3-1 cytotox	SW480 rereplic	ATXN2 expr inh	KB-V1 MDR tox	WRN inhibitor	MCF10A rerep	HT1080 IDH1KD tx	IL1B secr inh
O=C(CCc1n[nH]c(=O)[nH]c1=O)Nc1cccc([N+](=O)[O-])c1	0%	8%	-18%	0%	8%	-6%	10%	16%	-11
O=C(NCCc1ccccc1)c1cccc(NC(=O)c2ccccc2)c1	-7%	5%	-30%[inhibitor]	30%[activator]	-4%	6%	?	-1%	-4
Cc1ccc(C(=O)NCC(=O)Nc2ccncc2)s1	-5%	2%	-1%	-13%	15%	14%	0%	0%	5
CC(=O)Nc1nc(-c2cccs2)cs1	11%	13%	2%[9.22 µM]	18%	11%	-5%	4%	10%	7
C/C=C\C(=O)Nc1cccc(C2=NOC3(C2)C[C@@H](C(N)=O)N(C(=O)c2ccccc2)C3)c1 (stereo not given in full)	2%	10%	-3%	1%	6%	3%	0%	-1%	-22
Cc1ccc(S(=O)(=O)N2CCN=C2SCc2ccc(Cl)c(Cl)c2)cc1	2%	15%	nt	-2%	0%	-24%	-1%	0%	46
O=C(Cn1nnc(-c2ccc(S(=O)(=O)N3CCCC3)cc2)n1)Nc1ccccc1-n1cccc1	-2%	0%	-5%	-1%	?	-7%	9%	3%	9
CCC(C)(C)NC(=O)/C=C/c1cc(OC)c(OC)c(S(=O)(=O)N2CCc3ccccc32)c1	-17%	4%	8%	-14%	9%	-8%	16%	-18%	38
CCOC(=O)N1CCN(C(=O)COc2cc(=O)n(C)c3ccccc23)CC1	-3%	-1%	2%	6%	-29%	8%	1%	-3%	-14
O=[N+]([O-])c1cccc(S(=O)(=O)NCCc2ccccc2)c1	7%	19%	-9%	-9%	2%	2%	9%	7%	14
O=C(O)c1cc(=O)c2cc(Cl)ccc2o1	8%	4%	0%	-6%	16%	-9%	-9%	6%	17
COc1cc(NC(=O)C2=C(N3CCOCC3)/C(=C\c3ccc(Br)cc3)CC2)cc(OC)c1OC	1%	-33%	2%	-12%	-4%	-5%	?	-1%	1
COc1cccc(-c2nc(C(N)=O)c3[nH]c(=O)n(-c4ccccc4)c3n2)c1OC	-3%	6%	-6%	2%	-20%	-5%	-9%	6%	13
COc1ccc(S(=O)(=O)NC(C)C(=O)NCc2cccnc2)cc1OC (stereo not given)	-4%	-10%	-15%	5%	-5%	-6%	7%	0%	44
CN1CCC(OC(=O)COc2ccc(Br)cc2)CC1	2%	?	6%	-6%	-6%	-6%	8%	8%	2
CN1OCC(S(=O)(=O)c2ccccc2)C1c1ccccc1 (stereo not given)	13%	0%	1%	4%	?	5%	23%	12%	-2
N=C1/C(=C\c2coc3ccccc3c2=O)C(=O)N=C2SC=CN12	-27%	8%	-8%	nt	-18%	-21%[57.1 µM]	?	-6%	62
Cc1ccc2c(c1)CCCN2C(=O)c1cc(C)c(C)s1	5%	?	-2%	7%	?	-8%	?	1%	?
CCn1cc(CN2CCC(n3nccc3NC(=O)c3cccc(F)c3)CC2)cn1	-2%	-10%	0%	-2%	2%	-5%	?	6%	14
CCOC(=O)c1cccc(NC(=O)CSc2nnc(COc3ccccc3)n2CC)c1	5%	11%	1%	-2%	12µM*	1%	?	-5%	-11

3 of the compounds above, with bars between the fields.
SMILES | HT1080-NT tox | KB-3-1 cytotox | SW480 rereplic | ATXN2 expr inh | KB-V1 MDR tox | WRN inhibitor | MCF10A rerep | HT1080 IDH1KD tx | IL1B secr inh
Cc1ccc2c(c1)CCCN2C(=O)c1cc(C)c(C)s1 | 5% | ? | -2% | 7% | ? | -8% | ? | 1% | ?
N=C1/C(=C\c2coc3ccccc3c2=O)C(=O)N=C2SC=CN12 | -27% | 8% | -8% | nt | -18% | -21%[57.1 µM] | ? | -6% | 62
CCn1cc(CN2CCC(n3nccc3NC(=O)c3cccc(F)c3)CC2)cn1 | -2% | -10% | 0% | -2% | 2% | -5% | ? | 6% | 14

Continuation.
SMILES	HT1080-NT tox	KB-3-1 cytotox	SW480 rereplic	ATXN2 expr inh	KB-V1 MDR tox	WRN inhibitor	MCF10A rerep	HT1080 IDH1KD tx	IL1B secr inh
COc1ccc(C)cc1N(C(=O)c1ccco1)C(C(=O)NC1CCCC1)c1ccc(N2CCOCC2)cc1 (stereo not given)	-3%	-1%	2%	-9%	-20%	-10%	-1%	-1%	-58*
Cc1ccnc(NC(=O)CCC(=O)N(CC(=O)NCc2ccccc2)Cc2ccccc2)c1	2%	4%	-10%	-9%	-20%	2%	-4%	-9%	11
COc1cc(NC(=O)CSc2nc3ccccc3cc2Cc2ccccc2)cc(OC)c1	-1%	-2%	6%	0%	-8%	-6%	-4%	-1%	-14
CCC(C)N(C(=O)COC(=O)C1C(C(=O)OC)=C(C)NC(C)=C1C(=O)OC)C1CCS(=O)(=O)C1 (stereo not given)	10%	17%	-11%	3%	31%	8%	-22%	2%	13
Cc1ccc(NC(=O)CSCC(=O)N2CCCc3ccccc32)cc1	-4%	1%	-72%[inhibitor]	0%	26%	0%	6%	-1%	12
CC(=O)Nc1ccc(SC(Sc2ccc(NC(C)=O)cc2)c2ccccc2)cc1	-3%	-6%	-7%	17%	0%	-18%	?	-3%	-14
CN1/C(=C\C=[N+](C)c2ccccc2)C(C)(C)c2ccccc21	7.1µM*	3.3µM*	-3%	7.1µM*	-6%	-2%[57.1 µM]	16%	?	-95*
CCCCC[C@H](C)N1C[C@H](COCc2ccccc2)Oc2cc(N3CC[C@@H](N(C)C)C3)ccc2S1(=O)=O	21µM*	?	nt	?	?	-5%	nt	16µM*	-64*
O=C(CCNS(=O)(=O)c1cccs1)Nc1nccs1	-2%	-3%	-1%	3%	-9%	0%	-8%	-2%	9
Clc1ccc(SCCOCCN2CCCCCC2)cc1	-26%	-10%	16%	nt	-21%	5%	4%	-25%	-8
O=C(CN1C(=O)NC2(CCCC2)C1=O)NC(c1ccccc1)c1ccccc1	-3%	?	?	2%	8%	-4%	-31%[inhibitor]	-10%	-82*
CN(C)C1(CNC(=O)C2CCC(=O)N(Cc3ccc(Cl)cc3)C2)CCCCC1 (stereo not given)	8%	-3%	-1%	nt	-7%	1%	1%	3%	-7
CC1=C(C(=O)OCc2ccccc2)C(c2cccc([N+](=O)[O-])c2)NC(=O)N1C (stereo not given)	-6%	4%	-59%[inhibitor]	-17%	?	-5%	0.82µM*	-2%	10
CN(CC(=O)Nc1ccc(Cl)c(C(F)(F)F)c1)C(=O)Cc1cccs1	-17%	10%	1%	-17%	-1%	9%	4%	-27%	?
Cc1cc(C)cc(C(=O)N(NC(=O)Nc2ccc(Cl)cc2)C(C)(C)C)c1	-17%	?	?	?	?	15%	0%	-23%	-30
Cn1c(=O)oc2cc(S(=O)(=O)NCCC(=O)Nc3ccc4c(c3)OCCO4)ccc21	22%	12%	5%	7%	1%	-14%	2%	16%	35
CN(Cc1ccccc1)CC(O)CN(C)Cc1ccccc1	-2%	?	-6%	-12%	?	-4%	5%	-2%	-15
O=C(O)C1CCN(c2ccc(S(=O)(=O)N3CCCCC3)cc2[N+](=O)[O-])CC1	-11%	-6%	-3%	-2%	21%	-2%	4%	-7%	10
O=C(Cn1c(-c2ccccc2)c[n+]2ccsc12)c1ccccc1	-8%	?	2%	nt	4%	0%	-5%	-10%	46
CC1=C(C(=O)N2CCOCC2)CC(CC(=O)NCCN2CCOCC2)C(=O)N1Cc1ccccc1 (stereo not given)	-8%	5%	nt	8%	-14%	7%	nt	4%	13
Nc1ccc(C=C2C=Cc3ccccc32)cc1	-13%	?	-5%	28%	23%	-19%	9%	-9%	-74*
O=C1NC2=C(C(=O)CCC2)C(c2ccccc2)N1 (stereo not given)	-3%	14%	-2%	-7%	21%	7%	5%	6%	-7
O=C(NC1CCCCC1)C(c1ccco1)N(C(=O)C(F)(F)F)C1CC1 (stereo not given)	-1%	1%	6%	5%	-17%	-14%	?	-3%	6
COc1cc(/C=N/NS(=O)(=O)c2ccc(C)cc2)ccc1OCc1cccc(C(=O)O)c1	0%	1%	-13%	-18%	3%	-5%	?	-1%	8
CCCCC(CC)C(=O)Nc1cc(C(=O)NCc2ccc(C)cc2)ccc1N1CCC2(CC1)CC(c1cccc(Br)c1)=NO2 (stereo not given)	5%	23%	-15%[9.22 µM]	5%	?	2%	-11%	13%	12
CCOC(=O)c1ccc(NC(=O)CSc2nnc(Cn3c(=O)sc4ccccc43)n2C)cc1	-2%	-7%	-16%	-9%	18%	-1%	-1%	-14%	0
O=C(OCc1ccco1)c1cccnc1	7%	7%	?	8%	17%	-2%	13µM*	1%	12
Cc1nn(CC(=O)N2CCN(S(=O)(=O)c3ccccc3)CC2)c(C)c1[N+](=O)[O-]	3%	17%	-15%	6%	8%	0%	2%	4%	-8
O=C(CSc1nc2c(c(=O)n1-c1ccc(Cl)cc1)SCC2)NCC1CCCO1 (stereo not given)	-2%	-5%	-10%	2%	-8%	-32%	0%	13%	1
Cc1cc(CN2CCCC(C(=O)Nc3cccc(-n4cccn4)c3)C2)cc(C)c1O (stereo not given)	-25%	-14%	-9%	-34%	-6%	11%	14%	?	0
O=C1C(Cl)=C(O)C2(Cl)C(Cl)=C(Cl)C12Cl (stereo not given)	2%	-26%	-4%	3%	?	3%	?	6%	7

High-throughput results (PubChem)
